# Screening results from PubChem.
# SRC1 TRFRET art – TR-FRET detection interference compounds, primary screen, artefact control for PPARgamma SRC-1 recruitment agonists, biochemical, TR-FRET emission ratio; TR-FRET detection artefact counter-screen; stronger effect = higher value; TR-FRET ratio at 8 µM; actives 0.34% (n = 99,000); in the data active = TR-FRET ratio above about 2300; also: inactives centre near 1800
# SRC3 TRFRET art – TR-FRET detection interference compounds, artefact control for PPARgamma SRC-3 recruitment agonists, biochemical, TR-FRET ratio. TR-FRET artefact counter-screen, PPARgamma/SRC-3 format; stronger effect = higher value. TR-FRET ratio at 8 µM. actives 0.39% (n = 99,000). AID 1048, 2008; in the data active = TR-FRET ratio above about 2000; also: inactives centre near 1600
# The depositor's hits bear a star.
No.	smiles	SRC1 TRFRET art	SRC3 TRFRET art
1	O=C(NCC1CCCN(C(=O)c2cscn2)C1)c1ccccc1Cl (stereo not drawn)	1779	1679
2	O=C(Nc1ccc(Cl)cc1)Nc1cnccn1	1921	1862
3	COc1ccc(CNC(=O)CN(C(=O)c2cc3sccc3n2C)C2CCCC2)cc1	1889	1519
4	CCOc1ccc(C(=O)NC(=S)Nc2ccccc2N2CCOCC2)cc1Br	1935	1759
5	CN(C)S(=O)(=O)c1cccc(C(=O)c2nccn2C)c1	1544	1493
6	Cc1cc(C)c(C)c(S(=O)(=O)N2CCC(C(=O)Nc3ccccc3N3CCOCC3)CC2)c1C	1695	1589
7	CCC(C)(C)NC(=O)Cc1ccc(Cl)cc1	1559	1774
8	N=c1n(CC(=O)c2cccc([N+](=O)[O-])c2)c2ccccc2n1Cc1ccccc1	1456	1390
9	Cc1cccc(N2CCN(C(=O)Cc3ccc(-n4c(=O)[nH]c5ccsc5c4=O)cc3)CC2C)c1 (stereo not drawn)	1958	1510
10	CC(=O)c1c(C)[nH]c(C(=O)OCCOc2ccccc2)c1C	1764	1479
11	CC(C)(C)c1ccc(C(=O)NCC(=O)OCC(=O)Nc2nc(-c3ccc(F)cc3)cs2)cc1	1706	1321
12	CCCC1CCC(=NNC(=O)CNc2ccc(OC)cc2)CC1 (stereo not drawn)	1982	1546

# Quoted at random: 4 entries already listed.
No.	smiles	SRC1 TRFRET art	SRC3 TRFRET art
3	COc1ccc(CNC(=O)CN(C(=O)c2cc3sccc3n2C)C2CCCC2)cc1	1889	1519
9	Cc1cccc(N2CCN(C(=O)Cc3ccc(-n4c(=O)[nH]c5ccsc5c4=O)cc3)CC2C)c1 (stereo not drawn)	1958	1510
6	Cc1cc(C)c(C)c(S(=O)(=O)N2CCC(C(=O)Nc3ccccc3N3CCOCC3)CC2)c1C	1695	1589
7	CCC(C)(C)NC(=O)Cc1ccc(Cl)cc1	1559	1774

# The results go on:
No.	smiles	SRC1 TRFRET art	SRC3 TRFRET art
13	O=C(NC(=S)Nc1cccc(NC(=O)c2ccc(Cl)cc2Cl)c1)c1cccs1	1716	1577
14	C[N+](C)(CC#N)C/C=C\c1ccccc1	1949	1659
15	Cc1ccc(NC(=S)Nc2ccc(OC(F)F)c(Cl)c2)cc1Cl	1774	1593
16	CCn1c(CSc2nc3ccccc3n2C)nc2ccccc21	1742	1690
17	O=C1c2cccc(OCC(=O)N3N=C(c4cccs4)CC3c3ccc(F)cc3)c2CCN1Cc1ccccc1 (stereo not drawn)	2113	1658
18	O=C(C1=C[C@H](c2coc3ccccc3c2=O)C[C@H](OCCCCO)O1)N1CCN(Cc2ccccc2)CC1	1756	1422
19	COc1ccc(OCC(=O)N2CCN(S(=O)(=O)c3ccccc3[N+](=O)[O-])CC2)cc1	1781	1501
20	COc1ccc(NC(=O)c2c(F)cccc2F)cc1S(=O)(=O)Nc1ccc(Br)cc1	1453	1454
21	CCOC(=O)Cc1csc(NC(=O)Cc2ccc([N+](=O)[O-])cc2)n1	1874	1748
22	COc1ccc(C(=O)NCc2cccs2)cc1S(=O)(=O)N1CCOCC1	1733	1541
23	COc1ccc(N(C(=O)CCl)C(C)(C(=O)Nc2c(C)cccc2C)c2ccccn2)cc1 (stereo not drawn)	1466	1446
24	O=C(O)C1CCC(Cn2c(SCc3cc(=O)n4cc(Br)ccc4n3)nc3ccsc3c2=O)CC1 (stereo not drawn)	2198	2459*
25	O=C(CN1C2CCC1CC(NC(=O)C1CC1)C2)NCc1ccccc1 (stereo not drawn)	1755	1440
26	Cc1cc(C)c(NS(=O)(=O)c2ccc(NC(=O)c3cccs3)cc2)c(C)c1	1654	1531
27	COc1ccc(/C=C(\C#N)C(=O)NCCc2ccccc2)cc1OCc1ccccc1	1802	1656
28	CCc1ccccc1NC(=O)Cc1ccc(-n2cccc2)cc1	1608	1515
29	Cn1nc(C(=O)Nc2nnc(C3CC3)s2)c2ccccc2c1=O	1840	1483
30	Cc1cc(C)n2cc(CSCC(=O)O)nc2n1	1882	1453
31	OC(COCc1ccc2c(c1)OCO2)CN1CCC(Cc2ccccc2)CC1 (stereo not drawn)	1904	1559
32	O=S(=O)(c1ccc(Br)c2nsnc12)N1CCOCC1	1653	1542
33	O=c1[nH]n(-c2ncnc3c2cnn3-c2ccccc2)c(=O)c2ccccc12	2164	1485
34	Cc1ccc(-c2nc(N)sc2-c2ccccc2)cc1C	1694	1504
35	Cc1ccccc1C(=O)NC(CC(C)C)C(=O)Nc1cccc(S(=O)(=O)N(C)C)c1 (stereo not drawn)	1914	1518
36	Cc1ccc(NN=C2C(=O)OC(C)(C)OC2=O)c(C)c1	1518	1687

# Complete entries as entered above. Screens in order: SRC1 TRFRET art | SRC3 TRFRET art
# Cn1nc(C(=O)Nc2nnc(C3CC3)s2)c2ccccc2c1=O is listed as 1840 | 1483
# OC(COCc1ccc2c(c1)OCO2)CN1CCC(Cc2ccccc2)CC1 (stereo not drawn) is listed as 1904 | 1559
# COc1ccc(N(C(=O)CCl)C(C)(C(=O)Nc2c(C)cccc2C)c2ccccn2)cc1 (stereo not drawn) is listed as 1466 | 1446

# (cont.)
No.	smiles	SRC1 TRFRET art	SRC3 TRFRET art
37	CCOC(=O)C1=C(C)N(C)C(=S)NC1c1ccc(Cl)cc1Cl (stereo not drawn)	2127	1531
38	CCc1cc(SC#N)cc(C)c1NC(=O)CCl	2046	1489
39	Fc1ccc(-n2nnnc2-c2ccccc2Cl)cc1	1708	1405
40	CCCCN(CC)CCNC(=O)c1cn(-c2ccc(Cl)cc2)c(=O)c2ccccc12	1746	1630
41	CCOc1ccccc1NC(=O)Cn1[nH]c(=O)c2ccccc2c1=O	1895	1459
42	O=C(Nc1cccc(S(=O)(=O)NC2=NCCC2)c1)C1CC(=O)N(c2ccc3c(c2)OCCO3)C1 (stereo not drawn)	1698	1607
43	CCCc1nc2ccc([N+](=O)[O-])cc2[nH]1	1778	1545
44	CCC(OC(C)=O)c1cc2c(cc1[N+](=O)[O-])OCCO2 (stereo not drawn)	1654	1673
45	CCCCn1c(SCc2cccc([N+](=O)[O-])c2)nc2ccsc2c1=O	1866	1548
46	COc1cc(-c2csc(CCn3nc(C)cc3C)n2)cc(OC)c1OC	1950	1623
47	Cc1cc2cc(CN3C(=O)c4ccccc4C3=O)ccc2n1C	2104	2708*
48	O=c1c2[nH]c3ccc(F)cc3c2nc2n1CCS2	2055	1807
49	Cc1cc(C)c(S(=O)(=O)c2ccccc2)c(OC(=O)c2c(F)cccc2F)n1	1979	1699
50	COc1ccc(NC(=O)CCCn2c(=O)oc3ccccc32)cc1Cl	1541	1316
51	COCCNS(=O)(=O)c1cc(C)c(C)cc1C	1890	1427
52	O=C(NCCCO)c1cc([N+](=O)[O-])cc2c1C=Cc1ccccc1O2	1971	1778
53	O=C(CN(c1ccc(F)cc1)S(=O)(=O)c1ccccc1)Nc1ccccc1C(=O)O	1870	1427
54	COc1ccc(NC(=O)CC(c2ccc(F)cc2)c2ccc(OC)cc2)cc1 (stereo not drawn)	1869	1657
55	CNC(=O)COC(=O)/C=C/c1cn(-c2ccccc2)nc1-c1ccc2c(c1)OCCO2	1871	1637
56	COc1ccc(NS(=O)(=O)c2ccc(C(=O)N3CCN(Cc4ccccc4)CC3)cc2)cc1	1681	1353
57	Cc1cccc(-n2c(=S)[nH]c3sc4c(c3c2=O)CCc2ccccc2-4)c1	2821*	2699*
58	CC(=O)C(C(C)=O)C1(O)C(=O)c2ccccc2C1=O	1783	1514
59	C=CCn1c(SCC(=O)NC(=O)NC)nnc1C1CCCCC1	1907	1855
60	CCC/C=N/NC(=O)c1cc(-c2ccccc2)nc2ccccc12	1620	1464
61	O=C(COC(=O)c1cccs1)Nc1ccccc1[N+](=O)[O-]	1855	1352
62	CCc1cc(C(=O)NNC(=O)CCl)sc1C	1804	1497
63	CCn1cc(/C=N\NC(=O)C2(C)CC2(Cl)Cl)c(C)n1 (stereo not drawn)	1575	1548
64	Cc1ccc(CNC(=O)CCS(=O)(=O)c2cc(Br)cc3c2N(C(=O)C2CC2)CC3)o1	1936	1618
65	Oc1oc(-c2ccccc2)nc1C=NCc1ccncc1	2104	1521
66	COc1ccc2c(c1)CCc1cn3nc(C)cc3nc1-2	2029	1790
67	O=c1[nH][nH]c2cc(=O)n(-c3ccc(Cl)cc3)nc12	2076	1723
68	Cc1ccc(N2CCN(CCCCN3C(=O)C4CCCN4C3=O)CC2)cc1 (stereo not drawn)	1651	1547
69	COCc1cc(=O)[nH]c(=S)[nH]1	1743	1575
70	COc1ccc(CCNCC(O)COc2cccc(Br)c2)cc1 (stereo not drawn)	1894	1745
71	O=C(CN1CCc2ccccc2C1)Nc1ccc(F)cc1F	1664	1450
72	Clc1ccc(Cc2nnc(-c3cccs3)o2)cc1	1908	1638
73	O=C(COC(=O)c1ccc([N+](=O)[O-])s1)NCc1ccccc1	1981	1438
74	CC(=O)Nc1ccc(S(=O)(=O)NCC(=O)OC(C)c2ccccc2Cl)cc1 (stereo not drawn)	1523	1478
75	CCOC(=O)Cn1nnnc1CN(Cc1ccccc1)Cc1cc2cc(CC)ccc2[nH]c1=O	1938	1480
76	COC(=O)/C(=C/c1cccnc1)NC(=O)c1ccccc1	1926	1697
77	CCOC(=O)C1CCCN(C(=O)c2ccc(Cl)c(S(=O)(=O)N3CCCCC3)c2)C1 (stereo not drawn)	1800	1586
78	CCc1ccc(/C=C2\SC(=S)N(CCCC(=O)Nc3nccs3)C2=O)cc1	2013	1599
79	S=C(NCCc1ccccc1)NCCc1ccccc1	1694	1508
80	O=C(c1ccc2ccccc2n1)N1CCN(c2ccccc2Cl)CC1	1945	1787
81	C=CCN1C(=O)S/C(=C/c2ccc(Sc3nc4ccccc4[nH]3)o2)C1=O	1689	1553
82	CCS(=O)(=O)c1nn2c(N)c(/C=C3/C=CC(=O)C(OC)=C3)c(=O)nc2s1	1891	1544
83	Cc1ccccc1C(C(=O)NC1CCCC1)N(C(=O)CNC(=O)c1ccco1)c1cccnc1 (stereo not drawn)	1652	1600
84	NS(=O)(=O)c1ccc(CCN2C(=O)/C(=C\c3ccc(Cl)cc3)SC2=S)cc1	1644	1740
85	Cc1ccc(C)c(Oc2cc(NC(=O)CCCn3nc(C)c([N+](=O)[O-])c3C)cc([N+](=O)[O-])c2)c1	1677	1518
86	CC(C)(C)NC(=O)NC(=O)COC(=O)Cc1coc2ccc3ccccc3c12	2097	1613
87	O=C(O)CCCNC1=NCCC1	1854	1424
88	O=Nc1ccc(NOC(=O)c2ccccc2Br)cc1	1669	1534
89	CC(C)(C)/C=N/NC(=O)CNC(=O)c1ccc2c(c1)OCCO2	1668	1548
90	Cc1ccc(NC(=S)Nc2ccc(OC(F)F)c(Cl)c2)cc1F	1622	1384
91	NC(=O)CSc1nnc(Cn2cnc3ccccc32)o1	1470	1276
92	O=C(Nc1ccc(CN2CCCCC2)cc1)Nc1ccc(Br)cc1Cl	1659	1486
93	CC1=CC(C)C2C(=O)N(c3ccccc3)NC(=O)C2C1 (stereo not drawn)	1560	1448
94	CNc1ccccc(-c2ccc3ccccc3n2)c1=O	1672	1383
95	Cc1ccc(-c2ccc(C(=O)Nc3ccccc3)o2)c2ccccc12	1749	1416
96	COCCNC(=S)N/N=C(\C)c1cccc(OC)c1	1689	1404

# An excerpt from above in order of formula weight, lowest first:
No.	smiles	SRC1 TRFRET art	SRC3 TRFRET art
94	CNc1ccccc(-c2ccc3ccccc3n2)c1=O	1672	1383
88	O=Nc1ccc(NOC(=O)c2ccccc2Br)cc1	1669	1534
85	Cc1ccc(C)c(Oc2cc(NC(=O)CCCn3nc(C)c([N+](=O)[O-])c3C)cc([N+](=O)[O-])c2)c1	1677	1518

# (continued)
No.	smiles	SRC1 TRFRET art	SRC3 TRFRET art
97	CCCOc1c(Br)cc(C2C3=C(CCCC3=O)N(C)C3=C2C(=O)CCC3)cc1OC	1732	1788
98	COc1cccc(C(=O)N2CCN(C(=O)Cc3ccccc3)CC2)c1	1635	1651
99	CCc1ccc(N(CC)C(=O)c2ccc3c(Cl)c4c(nc3c2)CCC4)cc1	1749	1680
100	COc1ccc(NC2=NCC(Cc3ccc(Br)cc3)S2)cc1 (stereo not drawn)	1740	1585
101	Oc1ccc2ccccc2c1/C=N/n1cnnc1	1895	1684
102	O=C(NCCCO)/C(=C\c1cn(-c2ccccc2)nc1-c1cccnc1)NC(=O)c1ccccc1	1708	1224
103	CCC(=O)c1cc2c(C)cc(=O)oc2c(C)c1OC(=O)C(C)C	1518	1613
104	CN(C)/C=C1/Oc2c(ccc3ccccc23)C1=O	1934	1623
105	O=c1c2c3c(sc2nc2n1CCC2)CCCCC3	1606	1481
106	COc1cccc(C2C3=C(CC(C)(C)CC3=O)Nc3cc(OC)c(OC)cc32)c1 (stereo not drawn)	1512	1522
107	O=C(NCc1cccnc1)c1ccc(COc2ccccc2Br)cc1	1829	1709
108	CN1CCN(NS(=O)(=O)c2ccc(Cl)s2)CC1	1648	1394
109	Cc1c(CN2CCCC(C)C2)c(O)n(CCO)c(=O)c1C#N (stereo not drawn)	1698	1751
110	CCC(OC(=O)c1nsc(Cl)c1Cl)C(=O)NC(C)(C)C (stereo not drawn)	1824	1678
111	COc1ccc(-c2onc3ccc(Br)cc23)cc1	1628	1743
112	COc1cccc(C(=O)NCC(=O)N/N=C/c2cccc(OC(=O)c3ccc([N+](=O)[O-])cc3)c2)c1	1527	1371
113	O=C(CCn1cnc2ccccc2c1=O)Nc1cccc(Cl)c1Cl	1758	1567
114	Cc1ccc(OCC(=O)Nc2ccccc2Sc2ccc(Cl)cc2)c([N+](=O)[O-])n1	1703	1565
115	CC(C)C(=O)NNC(=O)CSc1nnnn1C(C)C	1566	1502
116	C/C(=N\Nc1cccc([N+](=O)[O-])c1)c1cc2ccccc2o1	1935	1785
117	CN(C)S(=O)(=O)c1cccc(NC(=O)c2cc3c(=O)n4ccccc4nc3s2)c1	1858	1519
118	NNC(=O)c1ccc2ccccc2n1	2209	1782
119	CCOC(=O)c1cccc(NC(=O)Nc2ccc(OCC)cc2)c1	1695	1651

# These rows are one share of the data; count on the stated rates, not on these rows.
